Screens from PubChem.
M1 antag = human CHRM1 antagonism; hit rate 1.3% among 360,000; CHO-K1 hM1, Fluo-8 calcium fluorescence, ACh EC80 antagonist; inhibition, % at 3 µM;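 active = percent inhibition above its own plate's cutoff, namely the mean of that plate's compound wells plus 3 SD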;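 note: peak over basal fluorescence ratio during 140 s after agonist addition; 0% = ACh EC80 plus DMSO and 100% = DMSO alone without agonist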
Target sequence (P11229 whole entry, looked up): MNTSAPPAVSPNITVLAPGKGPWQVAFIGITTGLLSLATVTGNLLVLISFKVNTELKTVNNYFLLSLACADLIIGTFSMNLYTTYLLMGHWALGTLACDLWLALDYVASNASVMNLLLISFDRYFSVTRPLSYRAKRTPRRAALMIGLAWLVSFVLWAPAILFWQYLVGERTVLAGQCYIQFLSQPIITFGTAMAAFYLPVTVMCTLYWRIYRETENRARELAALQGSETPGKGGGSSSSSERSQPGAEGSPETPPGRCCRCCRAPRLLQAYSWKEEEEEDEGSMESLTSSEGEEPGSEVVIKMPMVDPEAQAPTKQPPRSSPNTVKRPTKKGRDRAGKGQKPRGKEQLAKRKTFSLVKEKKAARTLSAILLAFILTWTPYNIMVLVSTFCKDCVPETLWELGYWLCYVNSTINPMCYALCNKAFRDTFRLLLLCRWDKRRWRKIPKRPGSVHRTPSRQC
CHO parental Ca = counter-screen: ATP calcium response change in parental CHO cells. hit rate 0.63% among 330,000. inhibition, % at 5.6 µM. parental CHO-K1, ATP-induced calcium, Fluo-8 fluorescence;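 active = inhibition above that plate's mean sample inhibition plus 3 SD, cut at about 26% in these data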;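 note: 0% = ATP-challenged DMSO wells and 100% = DMSO wells without ATP; some compounds past the cut are filed as inactive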
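test system = CHO parental line | reagent = ATP stimulus | measured by = intracellular calcium via Fluo-8 no-wash fluorescent dye | control set = ATP and no-ATP DMSO wells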
CHRM1 agonist = activates human CHRM1 receptor; activation, % at 3 µM; hit rate 0.33% among 360,000; CHO-K1 hM1, Fluo-8 calcium fluorescence, agonist mode; 0% DMSO, 100% acetylcholine EC100; AID 588814;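 active = activation above the run's mean compound activation plus 3 SD, cut at about 16% in these data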;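 note: peak over basal fluorescence ratio within a 140 s kinetic read after compound addition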
TAAR1 ag = human TAAR1 agonism; CHO RD-HGA16 TAAR1, Fluo-8 calcium fluorescence; vehicle wells 0%, saturating PEA agonist 100%; hit rate 0.99% among 360,000; activation, % at 3 µM; Q96RJ0;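 active = activation above the mean activation of all test compounds in the run plus 3 SD, cut at about 38% in these data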
Target sequence (Q96RJ0 whole entry, looked up): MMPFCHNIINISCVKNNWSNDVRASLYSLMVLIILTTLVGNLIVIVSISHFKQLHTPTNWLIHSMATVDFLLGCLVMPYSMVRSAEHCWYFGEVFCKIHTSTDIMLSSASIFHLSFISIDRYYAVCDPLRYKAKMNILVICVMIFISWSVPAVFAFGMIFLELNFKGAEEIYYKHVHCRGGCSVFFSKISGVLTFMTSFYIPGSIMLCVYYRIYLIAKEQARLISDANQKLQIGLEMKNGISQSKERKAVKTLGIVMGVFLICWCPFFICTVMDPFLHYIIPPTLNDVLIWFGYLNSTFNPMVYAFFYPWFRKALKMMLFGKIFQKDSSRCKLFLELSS
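Benchmarks: low control DMSO, high control PEA (EC100); System: CHO RD-HGA16 cells carrying human TAAR1 plus Gα16; Detection: Fluo-8 fluorescence, 5 s baseline then 140 s kinetic read; Schedule: 17-24 h plating, Fluo-8 75 min 37 °C, 30 min RT; Read-out basis: % activation from peak over basal fluorescence ratio, DMSO-to-PEA scaled.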
M1 ag parental = counter-screen for M1 agonists: effect in parental CHO-K1 cells; hit rate 0.48% among 360,000; Fluo-8 calcium fluorescence; scaled to maximal ATP response, vehicle zero; activation, % at 3 µM; AID 602248; in the data active = activation above about 15%;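 note: untransfected CHO-K1 host cells lacking M1 receptor as counterscreen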
CHO-K1 Ca antag = counter-screen for M1 antagonists: effect in parental CHO-K1 cells; inhibition, % at 3 µM; hit rate 0.6% among 360,000; ATP-induced calcium, Fluo-8 fluorescence;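 active = inhibition above a per-plate cutoff, the plate's mean sample inhibition plus 3 SD, cut at about 24% in these data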;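 note: 0% = DMSO plus EC80 ATP and 100% = DMSO alone without ATP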
CHRM1 PAM = human CHRM1 positive allosteric modulation; P11229; CHO-K1 hM1, Fluo-8 calcium fluorescence, ACh EC20; 0% = ACh EC20, 100% = maximal ACh; activation, % at 3 µM; hit rate 0.088% among 360,000; in the data active = activation above about 19%, passing the limit was not always enough
CHO-K1 Ca PAM = counter-screen for M1 PAMs: effect in parental CHO-K1 cells; ATP EC20, Fluo-8 calcium fluorescence; 0% at ATP EC20, 100% at ATP max; activation, % at 3 µM; AID 602247; hit rate 0.02% among 360,000;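 active = activation above the run cutoff, the mean activation of all test compounds plus 3 SD, cut at about 40% in these data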;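 note: peak over basal fluorescence ratio in a 140 s read after ATP addition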
TAAR1 antagonist = antagonists of human TAAR1. AID 624466. inhibition, % at 3 µM. hit rate 1.5% among 360,000. CHO RD-HGA16 TAAR1, Fluo-8 calcium fluorescence, antagonist;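 active = inhibition above a per-plate cutoff, the mean inhibition of test compounds on that plate plus 3 SD, cut at about 49% in these data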;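 note: 0% = DMSO plus EC80 beta-PEA response and 100% = DMSO alone without agonist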
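Test system – hTAAR1-expressing CHO RD-HGA16 cells, Gα16-coupled · Reagent – β-PEA at EC80 concentration, post-compound challenge · Compound dosing – 3 µM, single point · Timing – 140 s kinetic read after compound, 140 s after agonist · Detection – Fluo-8 intracellular calcium dye fluorescence, real-time kinetic reads · Control set – DMSO and EC80 PEA controls · Repeats – n of 1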
The depositor's hits bear a star; · = not tested or not shown.

SMILES	M1 antag	CHO parental Ca	CHRM1 agonist	TAAR1 ag	M1 ag parental	CHO-K1 Ca antag	CHRM1 PAM	CHO-K1 Ca PAM	TAAR1 antagonist
CCOc1ccccc1NC(=O)Nc1ccccn1	-12	-21	-4	5	-0.2	-9	8	21	-21
O=C(c1cccc(S(=O)(=O)Nc2ccc(F)cc2)c1)N1CCOCC1	-8	-13	0	3	0.8	-13	9	11	13
CN(C)CCOC1(Cc2ccc(F)cc2)CCC(C(C)(C)C)CC1 (stereo not given)	-1	·	11	56*	9.0	-4	1	12	25
CCOC(=O)C1=C(C)N(c2ccc(Cl)cc2)C(=O)NC1c1cccc([N+](=O)[O-])c1 (stereo not given)	-9	-17	-8	7	-0.1	6	4	-1	2
CCCCc1ccc(/C=C2/C(=O)ON=C2c2ccccc2)s1	-6	6	-3	2	-0.2	1	7	6	-18
NCC12CC3CC(C1)CC(c1ccc(Cl)cc1)(C3)C2	3	11	-14	27	3.1	6	-3	4	-24
Cc1ccc(NNC(=O)c2ccc(Cl)cc2)nn1	3	-3	-5	0	0.5	4	1	-23	-9
Cc1ccc(S(=O)(=O)NCCC(=O)NC2CCCCC2C)cc1 (stereo not given)	1	-14	-5	1	0.8	-13	0	7	-12
COc1ccccc1C(=O)Nc1cc(C)c(OCC(=O)N2CCOCC2)c(C)c1	0	-8	-3	1	1.6	-4	2	10	-13
Fc1ccc2nncc(SCc3ccccc3Cl)c2c1	-14	·	-9	4	-0.5	-13	1	16	-7
CCCCn1c(N)c(N(CCC(C)C)C(=O)CSc2nnc(Nc3ccccc3)s2)c(=O)[nH]c1=O	-4	-18	-6	0	-0.4	-16	7	2	-22
CC(C)NC(=S)N(C)C1(c2ccccc2Cl)CCCCC1=O (stereo not given)	-2	-16	-12	0	0.7	-4	8	21	-11
Cc1ccccc1S(=O)(=O)c1cc2ccccc2nc1N	3	-18	-4	-1	1.6	-7	-3	0	-9
O=C(O)CCCn1cc(NC(=O)c2c(F)cccc2F)cn1	5	-12	-6	2	16*	15	-1	-4	7
COc1ccc(CNC(=O)C(c2ccc(C)o2)N(C(=O)c2snc(C(N)=O)c2N)c2ccccc2OC)cc1 (stereo not given)	-10	-23	-6	11	1.7	-15	3	24	10
Cc1cccc(NC(=O)c2cc3n(n2)C(C(F)(F)F)CC(C2CC2)N3)c1C (stereo not given)	6	-12	-3	7	0.4	11	1	0	10
CC(Oc1ccc(F)cc1)C(=O)N1CCN(c2ncccn2)CC1 (stereo not given)	0	3	-2	0	1.0	-9	1	0	-1
O=C(NNC(=O)c1cccc2ccccc12)c1ccc2c(c1)OCO2	2	-14	-1	2	1.8	-11	-2	16	-36
COCCn1nnnc1C(c1cc2cccc(C)c2[nH]c1=O)N1CCN(c2ccccc2F)CC1 (stereo not given)	-24	-29	-3	16	-0.2	-10	1	4	-25
O=C(NCCS(=O)CCNC(=O)C(F)(F)F)C(F)(F)F	-4	-17	-2	4	0.0	-6	6	5	16
CC(C)Cc1cc(C(=O)O)n[nH]1	1	9	-2	8	-0.4	11	-2	-4	0
COc1ccc(C(=O)NCS(=O)(=O)c2ccc(C)cc2)cc1	-6	0	-7	13	0.4	1	10	4	9
CCc1ccc(CN2CCCC(CCC(=O)N3CCN(c4ccccn4)CC3)C2)o1 (stereo not given)	7	-22	-8	-1	1.0	-7	-11	3	-15
Cc1ccc(-c2cc(C(=O)NCc3ccccn3)no2)cc1	-2	-13	-2	4	0.5	-26	2	12	6
CC(O)(CS(=O)(=O)Cc1ccccc1)c1ccccc1 (stereo not given)	-13	-2	-3	0	1.2	-12	4	-7	-7

7 records drawn at random from the list so far:
SMILES	M1 antag	CHO parental Ca	CHRM1 agonist	TAAR1 ag	M1 ag parental	CHO-K1 Ca antag	CHRM1 PAM	CHO-K1 Ca PAM	TAAR1 antagonist
Fc1ccc2nncc(SCc3ccccc3Cl)c2c1	-14	·	-9	4	-0.5	-13	1	16	-7
CCOC(=O)C1=C(C)N(c2ccc(Cl)cc2)C(=O)NC1c1cccc([N+](=O)[O-])c1 (stereo not given)	-9	-17	-8	7	-0.1	6	4	-1	2
O=C(NNC(=O)c1cccc2ccccc12)c1ccc2c(c1)OCO2	2	-14	-1	2	1.8	-11	-2	16	-36
Cc1ccccc1S(=O)(=O)c1cc2ccccc2nc1N	3	-18	-4	-1	1.6	-7	-3	0	-9
Cc1ccc(-c2cc(C(=O)NCc3ccccn3)no2)cc1	-2	-13	-2	4	0.5	-26	2	12	6
CN(C)CCOC1(Cc2ccc(F)cc2)CCC(C(C)(C)C)CC1 (stereo not given)	-1	·	11	56*	9.0	-4	1	12	25
CC(Oc1ccc(F)cc1)C(=O)N1CCN(c2ncccn2)CC1 (stereo not given)	0	3	-2	0	1.0	-9	1	0	-1

Part of the list above, set out differently.
molecule,M1 antag,CHO parental Ca,CHRM1 agonist,TAAR1 ag,M1 ag parental,CHO-K1 Ca antag,CHRM1 PAM,CHO-K1 Ca PAM,TAAR1 antagonist
COc1ccc(CNC(=O)C(c2ccc(C)o2)N(C(=O)c2snc(C(N)=O)c2N)c2ccccc2OC)cc1 (stereo not given),-10,-23,-6,11,1.7,-15,3,24,10
O=C(NNC(=O)c1cccc2ccccc12)c1ccc2c(c1)OCO2,2,-14,-1,2,1.8,-11,-2,16,-36
CCCCc1ccc(/C=C2/C(=O)ON=C2c2ccccc2)s1,-6,6,-3,2,-0.2,1,7,6,-18
O=C(O)CCCn1cc(NC(=O)c2c(F)cccc2F)cn1,5,-12,-6,2,16*,15,-1,-4,7

Further results:
SMILES	M1 antag	CHO parental Ca	CHRM1 agonist	TAAR1 ag	M1 ag parental	CHO-K1 Ca antag	CHRM1 PAM	CHO-K1 Ca PAM	TAAR1 antagonist
CC(C)Cn1c(SCC(=O)NC(=O)NC2CCCC2)nc2ccccc21	-11	-12	-5	22	-0.5	-23	1	11	0
CCOc1ccc(NC(=O)C/C(N)=N/O)cc1	-7	-8	3	5	-0.6	3	13	-6	-8
O=C(/C=C/c1ccccc1)c1cc(Br)ccc(=O)c1O	0	-14	-1	41*	1.5	0	8	16	54*
CN(C)C(=O)c1ccc(NC(=O)c2cccc(S(=O)(=O)N3CCCCCC3)c2)cc1	19	-21	-6	4	2.3	-6	-6	3	5
COc1cc(C=CC(=O)c2ccccc2)cc(OC)c1OC	-13	·	7	0	2.8	-2	19	10	-13
O=C(c1ccccc1)c1ccncc1	-3	-6	-4	0	0.2	-5	4	16	5
CC(C)NC(=S)Nc1ccc(Oc2ccccc2)cc1	-5	-18	-2	3	4.0	-3	2	1	10
COc1ccc(C)cc1NC(=O)C1CCCN1S(=O)(=O)c1ccccc1F (stereo not given)	-6	-25	-2	14	-0.2	-13	11	2	-17
CC(C)CC(NS(=O)(=O)c1cc(C(=O)O)ccc1Cl)C(=O)O (stereo not given)	-3	7	0	0	0.4	-11	6	9	-20
CCn1c(=O)cc(OCC(=O)Nc2ccc3c(c2)OCCO3)c2ccccc21	-5	-3	-4	17	1.7	-8	9	18	8
CC(=O)Nc1ccc(-c2ccnc3c2CC(C)(C(=O)Nc2cccc(C(F)(F)F)c2)O3)cc1 (stereo not given)	9	·	-3	11	3.0	-6	-8	7	0
Cc1nc2ccccc2c(=O)n1NC(=O)Nc1ccccc1	-9	-20	-5	9	0.5	-15	5	23	-9
COc1ccccc1CNC(=O)C(=O)c1cn(CC(=O)N2CCCC2)c2ccccc12	-17	-29	-3	3	2.9	-9	12	8	-11
COc1cccc(CC(=O)Nc2ccc3nc(C)sc3c2)c1	-9	-9	-3	0	-0.2	0	0	-2	-7
COC(=O)c1ccc(NC(=O)CSc2nnc(CNc3ccc(OC)cc3)n2C)cc1	65*	7	1	9	0.9	-1	-19	13	-15
O=C(Nc1ccc(F)cc1)Nc1ccccc1N1CCCCC1	9	-21	-5	-2	3.6	4	-6	-3	6
CCN(Cc1ccccc1OC)CC1CCCN(CCc2cccc(OC)c2)C1 (stereo not given)	9	-17	-9	2	0.3	-3	-16	1	-39
COc1cc(-c2nn3c(-c4cccnc4)nnc3s2)cc(OC)c1OC	-2	-7	-6	10	0.8	-15	3	20	6
CC1=C(C(=O)OCC2CCCO2)C(c2coc3ccc(C)cc3c2=O)C2=C(CCCC2=O)N1 (stereo not given)	-4	-19	-2	1	0.5	-23	6	14	3
CCCN1CCN(C(=O)c2ccccc2-c2nc3ccccc3s2)CC1	3	-16	-4	-1	0.2	-10	6	1	-11
Cc1ccc(NC(=O)COc2ccccc2C(N)=O)cc1S(=O)(=O)N1CCCCCC1	33*	28	0	15	15	27*	-15	-22	37
COc1cc(CCCN2C(=O)C(=O)NC[C@H]2Cc2cccc3ccccc23)cc(OC)c1OC	-5	-25	-1	6	-0.2	-4	4	6	4
O=C(c1ccccc1)c1ccc2nc(N3CCCCC3)c3nncn3c2c1	-2	-20	-6	-2	0.4	-5	5	23	5
CCOc1ccc(N=Nc2c(C)noc2C)cc1	2	-12	-3	0	2.8	-8	4	13	-2
CCOc1ccc(NC(=O)COc2nsnc2N2CCCCC2)cc1	-8	-10	-3	9	0.8	-36	0	9	22
(continued)
SMILES	M1 antag	CHO parental Ca	CHRM1 agonist	TAAR1 ag	M1 ag parental	CHO-K1 Ca antag	CHRM1 PAM	CHO-K1 Ca PAM	TAAR1 antagonist
O=C(CN1CCCCC1)Nc1nc(-c2ccc(Cl)cc2)cs1	-7	·	-5	2	-0.6	6	7	5	-12
COC(=O)N/N=C\c1ccc(OC(=O)c2ccco2)cc1	-7	6	-6	9	0.1	-14	6	28	-12
CCOCC(=O)Nc1ccc(S(=O)(=O)N2CCOCC2)cc1	-5	4	-2	10	-0.4	3	2	14	2
COc1ccc(/C=C/c2nc3ccccc3n2C)cc1	1	-8	-4	0	0.7	-15	8	22	-23
Cc1ccc(NC(=O)COC(=O)CSC(=S)N2CCOCC2)cc1C	-9	-7	-4	4	5.2	-19	8	20	-7
O=C(CCCN1C(=O)c2ccccc2C1=O)Nc1ccccn1	-7	-12	-3	0	1.3	-25	11	6	7
CC(C)c1nnc(NC(=O)C2CCCN(C(=O)Nc3ccc(F)cc3)C2)s1 (stereo not given)	-3	-19	0	1	11	11	9	9	-18
Cc1sc(NC(=O)c2sc3nc4c(C)cccc4cc3c2N)c(C#N)c1C	18	22	9	14	3.0	10	-6	3	11
CC1(C)NC(=O)N(CCCCOc2ccc3c(c2)CCC3)C1=O	1	-8	3	5	5.1	-12	-1	6	7
